HSP90 inh = inhibitors of HSP90 luciferase refolding in rabbit reticulocyte lysate; luciferase refolding luminescence, 3 h; inhibition, % at 5.6 µM; actives 0.91% (n = 290,000); AID 1789;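 active = inhibition above the screen-wide mean plus 3 SD, computed separately per campaign, cut at about 16% in these data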;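 note: 0% = DMSO wells and 100% = 60 µM geldanamycin wells; inhibitors lower the luminescence because luciferase stays unfolded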
HSF1 inh = HSF1 inhibition; NIH3T3-HGL HSE-luciferase, MG132-induced, luminescence 8 h; stronger effect = lower value; actives 0.77% (n = 300,000); activity change, negative = inhibition, % at 7.5 µM (by protocol);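 active = more than half of replicate wells show activity change below -50%, luminescence cut by over half; inconclusive = some wells, but at most half, below -50%; inactive = no replicate well below -50%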;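 note: luciferase reports HSF-1 transcriptional activity via heat shock element; 0% = median of DMSO wells and -100% = zero luminescence signal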
Platelet DG rel = modulates dense granule release in human platelets; human platelet-rich plasma, SFLLRN dense granule ATP release, luminescence; AID 1663; actives 0.22% (n = 300,000); inhibition, %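 (compounds screened at 7.5 µM in platelet-rich plasma)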;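 active = mean replicate score, as percent of positive control, at or above 50; inconclusive = mean below 50 but at least one replicate at or above 50; inactive = mean and every replicate below 50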
HSF1 activator = increases HSF-1 driven luciferase reporter signal; NIH3T3-HGL HSF-1 luciferase reporter, MG132, 8 h; 100% = twice DMSO control signal; activation, % at 9 µM; actives 1.7% (n = 300,000);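 active = mean replicate activation of at least 50% with a set share of replicates each reaching 50%; inconclusive = only one of those two conditions met; inactive = mean below 50% and too few replicates reaching it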;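 note: 0% = median of the neutral control wells and 100% = twice that signal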
aSyn 5UTR inh = MLPCN primary screen, SNCA 5' untranslated region. alpha-synuclein 5'UTR reporter, inhibitor activity. inhibition, % (tested at 7.5 µM). actives 0.82% (n = 300,000); in the data active = inhibition above about 60%; inconclusive = no clear call, values can overlap the other calls;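 note: H4 neuroglioblastoma cells stably carrying SNCA 5'UTR luciferase fusion; 0% = DMSO wells and 100% = positive control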
IEC-6 tox = counter-screen for KLF5 inhibitors: cytotoxicity in IEC-6 cells | inhibition, % at 5 µM | actives 0.78% (n = 290,000) | IEC-6 cytotoxicity, luminescence viability; in the data active = inhibition above about 22%;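 note: 0% = plate median of test compound wells and 100% = cytotoxic reference compound wells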
HIF act = HIF pathway transcriptional activation; U2OS HRE-luciferase reporter, luminescence; normalized: DMSO 0%, desferrioxamine 100%; activation, % at 7.5 µM (by protocol); actives 0.32% (n = 300,000); AID 1910;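 active = mean activation of at least 10% of the iron chelator positive control signal, with at least half of replicates also reaching 10%; inconclusive = mean and replicate majority disagree about reaching 10%; inactive = mean and most replicates under 10%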
KLF5 inhibitor = suppresses KLF5 promoter-driven expression | AID 1700 | actives 0.23% (n = 290,000) | inhibition, % at 5 µM | DLD-1 KLF5 promoter-luciferase reporter, luminescence;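 active = inhibition above a per-plate limit of that plate's mean compound inhibition plus 3 SD, cut at about 60% in these data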;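 note: 0% = DMSO wells and 100% = LY294002 at 200 µM; higher means less KLF5 promoter-driven luciferase light; inactives centre near -14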
AI-2 QS modul = Vibrio harveyi AI-2 quorum sensing modulation | Vibrio harveyi JMH597 AI-2 luminescence/OD600 ratio, 9 h; stronger effect = lower value; strain lacks LuxN and CqsS sensors; 0 = neutral-control median | activity change, % at 7.5 µM | actives 0.4% (n = 300,000) | AID 2094; in the data active = activity change below about -75%, passing the limit was not always enough; inconclusive = no clear call, values can overlap the other calls;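 note: luminescence divided by OD600 gain over 9 h not by final OD600 alone; inactives centre near 13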
HDAC3 inhib = inhibitors of human histone deacetylase 3 | O15379 | inhibition, % at 8.3 µM | recombinant HDAC3, fluorogenic peptide/trypsin coupled, fluorescence | actives 0.15% (n = 320,000); in the data active = inhibition above about 26%, passing the limit was not always enough; inconclusive = no clear call, values can overlap the other calls
Target sequence (O15379 whole entry, looked up): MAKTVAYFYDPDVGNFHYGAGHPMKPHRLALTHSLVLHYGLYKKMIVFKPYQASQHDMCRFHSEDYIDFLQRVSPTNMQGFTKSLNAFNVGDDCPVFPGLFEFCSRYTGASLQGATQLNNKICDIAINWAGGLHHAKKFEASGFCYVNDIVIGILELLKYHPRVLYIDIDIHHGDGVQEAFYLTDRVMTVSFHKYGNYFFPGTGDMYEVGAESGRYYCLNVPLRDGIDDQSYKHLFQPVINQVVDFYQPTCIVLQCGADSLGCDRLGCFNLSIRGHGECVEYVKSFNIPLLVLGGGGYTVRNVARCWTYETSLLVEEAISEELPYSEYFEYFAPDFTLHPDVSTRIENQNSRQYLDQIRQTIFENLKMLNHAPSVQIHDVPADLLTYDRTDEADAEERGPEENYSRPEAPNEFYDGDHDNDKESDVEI
The depositor's hits bear a star; ? = inconclusive; nt = not tested or not shown.

SMILES	HSP90 inh	HSF1 inh	Platelet DG rel	HSF1 activator	aSyn 5UTR inh	IEC-6 tox	HIF act	KLF5 inhibitor	AI-2 QS modul	HDAC3 inhib
Cc1ccc2[nH]ccc(=O)c2c1	1	1	3	9	-24	3	1.1	9	-3	0
O=C(O)c1nn(Cc2ncc(-c3cccc(Cl)c3)o2)c(=O)c2ccccc12	9	8	-17	5	-1	-3	0.0	-11	-11	-7
COC(C(=O)Nc1ccc(S(=O)(=O)N2CCCCC2)cc1)c1ccccc1 (stereo unspecified)	8	0	-24	-1	35	7	-0.7	-2	22	1
COc1ccc(NC(=O)c2cc(S(=O)(=O)N3CCc4ccccc43)cn2C)cc1OC	-2	7	10	8	3	3	-0.3	-4	16	3
CC(=O)/C=C/c1ccc2ccccc2n1	-3	25	5	33	-32	8	0.9	4	-8	4
COc1ccc(N(CC(=O)NC2CCCCC2)C(=O)CCC(=O)Nc2nc(C)cs2)cc1	-3	-4	-8	11	12	2	-0.2	-29	-3	-1
Clc1ccccc1OCCCOc1cccc2cccnc12	2	121	-3	106*	-118	0	3.6	-113	4	-2
CCOC(=O)/C(C#N)=C/c1c(N2CCN(c3ccccc3)CC2)nc2ccccn2c1=O	5	56	1	93*	-62	-4	-12	-111	25	3
O=C(CN1CCN(Cc2cccc3ccccc23)CC1)NCCc1ccccc1	-1	8	0	23	10	6	-0.5	-16	39	1
CN1CCCC(OC(=O)CCCCC(=O)OC2CCCN(C)C2)C1 (stereo unspecified)	-3	-10	1	9	-14	-11	-0.4	-15	4	-2
CC(C)(C)c1csc(NC2=NS(=O)(=O)c3ccccc32)n1	-2	8	-1	17	-127	-2	2.7	-111	43	2
COc1cccc(CN2C(=O)[C@@H]3Cc4c([nH]c5ccccc45)C(C)(C)N3C2=O)c1	nt	5	1	14	9	nt	-0.9	nt	-3	1
CC1(C)CCCN(C(=O)c2ccc3c(c2NCCO)C(=O)c2ccccc2C3=O)C1	1	11	23	10	16	-2	-2.0	-16	16	-6
O=C(Nc1cccc2ncccc12)c1ccc(Br)c([N+](=O)[O-])c1	0	-1	-2	-19	-7	-4	1.1	-27	15	0
Cc1cc(C)nc(Nc2n[nH]c(-c3ccccc3N)n2)n1	9	-4	-4	-1	18	-2	1.1	-4	7	-1
Cc1ccc(C(=O)C(C)[n+]2cccc(C(N)=O)c2)cc1 (stereo unspecified)	-1	0	0	1	27	-2	-0.6	-12	21	0
COc1cccc(-c2nnn(CC(C)=O)n2)c1	4	33	-5	?	-122	-6	1.2	-133	-7	-2
O=C(O)C1C(C(=O)O)C1(c1ccccc1)c1ccccc1 (stereo unspecified)	-1	-6	1	1	1	-2	-0.5	0	16	0
Cc1ccc(C2C=C(c3ccc4c(c3)OCO4)Nc3ncnn32)cc1 (stereo unspecified)	1	1	-24	10	-31	-5	0.5	-43	4	-4
COc1ccc(CNCc2ccncc2)c(OC)c1	-1	-10	-5	1	-10	-4	-22	-32	5	-12

Record cards (already shown). Order of values: HSP90 inh | HSF1 inh | Platelet DG rel | HSF1 activator | aSyn 5UTR inh | IEC-6 tox | HIF act | KLF5 inhibitor | AI-2 QS modul | HDAC3 inhib
Cc1cc(C)nc(Nc2n[nH]c(-c3ccccc3N)n2)n1 in the list: 9 | -4 | -4 | -1 | 18 | -2 | 1.1 | -4 | 7 | -1
CC(=O)/C=C/c1ccc2ccccc2n1 in the list: -3 | 25 | 5 | 33 | -32 | 8 | 0.9 | 4 | -8 | 4
O=C(O)c1nn(Cc2ncc(-c3cccc(Cl)c3)o2)c(=O)c2ccccc12 in the list: 9 | 8 | -17 | 5 | -1 | -3 | 0.0 | -11 | -11 | -7
CC(C)(C)c1csc(NC2=NS(=O)(=O)c3ccccc32)n1 in the list: -2 | 8 | -1 | 17 | -127 | -2 | 2.7 | -111 | 43 | 2
COc1ccc(N(CC(=O)NC2CCCCC2)C(=O)CCC(=O)Nc2nc(C)cs2)cc1 in the list: -3 | -4 | -8 | 11 | 12 | 2 | -0.2 | -29 | -3 | -1

Carrying on:
SMILES	HSP90 inh	HSF1 inh	Platelet DG rel	HSF1 activator	aSyn 5UTR inh	IEC-6 tox	HIF act	KLF5 inhibitor	AI-2 QS modul	HDAC3 inhib
COc1cc(NC(=O)C2CCN(S(=O)(=O)c3ccc(Cl)cc3)CC2)ccc1-n1cnnn1	-3	-6	-3	29	50	-7	0.5	-13	13	0
CCN(CC)CCCNC(=O)Cn1cnc2sc(C)c(S(=O)(=O)N3CCN(c4ncccn4)CC3)c2c1=O	1	-1	-4	-8	-19	-4	-0.3	-1	24	10
O=C(CSc1nc2ccccc2o1)N/N=C/c1ccc(O)c(O)c1	1	1	-3	5	-59	0	1.7	-39	2	1
Cc1cc2oc(=O)cc(CN3CCOCC3)c2cc1C(C)C	9	-13	-49	-10	21	1	-0.5	-21	19	-4
CC1=NNC(=O)C1CCC(=O)N/N=C(\C)c1ccccc1 (stereo unspecified)	-2	-2	0	-17	-1	-2	-0.5	-3	18	0
Cc1ccc(C(=O)CCC(=O)O)cc1	-2	-2	1	-13	-4	-6	-1.1	-32	-4	2
O=c1oc2ccccc2c(NCCc2ccccc2)c1[N+](=O)[O-]	3	3	-19	8	5	-5	-0.1	-15	28	3
CC(C)c1ccc(OCC(=O)NC(Cc2c[nH]c3ccccc23)C(=O)O)cc1 (stereo unspecified)	-2	-6	8	0	-23	-7	0.2	-3	33	2
Cc1c(NC(=O)c2noc(C(C)C)c2[N+](=O)[O-])c(=O)n(-c2ccccc2)n1C	-1	2	-3	3	16	-8	-0.1	-83	25	0
CCCCc1ccc(/C(C)=N/NC(=O)C2CCCC2)cc1	-4	-5	-1	0	-12	2	-0.1	-16	12	-7
COCCN(C(=O)CN1CCc2ccccc2C1)c1c(N)n(Cc2ccccc2)c(=O)[nH]c1=O	0	15	-2	37	-12	5	-0.9	-35	-1	0
O=C(NCc1ccncc1)C(=O)NCC1OCCN1S(=O)(=O)c1ccc(Br)cc1 (stereo unspecified)	-4	0	-2	11	11	-2	1.9	-16	29	-1
CS(=O)Cc1cc(Oc2ccccc2)nc(-c2ccncc2)n1 (stereo unspecified)	6	3	-3	19	0	2	-0.3	-2	13	-1
COc1ccc(/C=C2\SC(=S)N(CCCC(=O)Nc3ccccn3)C2=O)cc1OC	5	-2	-2	-12	11	1	-6.5	-2	21	1
Nc1nc(CN2CCCCCC2)nc(Nc2ccccc2)n1	3	3	3	-18	12	7	-0.8	-18	-1	-2
COc1ccc(/C=N/N(c2ccccc2)c2ccccc2)cc1O	-6	27	-8	47	-13	0	-0.2	-44	19	14
CCn1ccnc1CN(C)C(=O)c1cc(COc2ccc(Cl)cc2OC)on1	0	-52*	14	-63	-32	1	1.9	-30	-8	0
O=C(NNC(=O)c1ccc(-c2ccccc2)cc1)Nc1ccccc1	nt	-2	1	-1	-13	nt	1.0	nt	17	-4
O=C(c1ccccc1)[C@H]1[C@H](c2ccccc2)[C@@]2(N=C(c3ccccc3)OC2=O)C2c3ccccc3C=NN21 (stereo partly specified)	4	8	-1	23	-110	6	1.1	8	12	0
Cc1ccc(C)c2[nH]c(=O)c(CCNS(=O)(=O)c3ccccc3)cc12	2	1	-4	4	-16	1	-0.2	-3	5	3
CC(C)c1c(O)nc(SCC(=O)N2CCCCC2)[nH]c1=O	12	5	-6	-7	-7	9	0.6	-4	12	-20
COc1ccc(NC(=O)CCN2CCN(C/C=C/c3ccccc3)CC2)cc1	-5	-2	7	-16	15	-7	-4.2	-35	3	-1
COc1ccc(/C=C/C(=O)Nc2nnc(C(C)C)s2)cc1OC	-1	3	2	-5	15	4	0.2	-31	7	-3
Cc1cccc(-c2noc(CN(C(=O)c3c(-c4ccccc4Cl)noc3C)C(C)C)n2)c1	-1	nt	nt	nt	nt	-2	nt	-32	nt	2
Fc1ccc(N2CN(Cc3cccnc3)CNC2=S)cc1	7	nt	nt	nt	nt	0	nt	-2	31	-4
Oc1c(N=NC(=S)Nc2ccccc2F)c2ccccc2n1Cc1ccccc1	3	-36	10	-29	72*	-10	-0.2	2	6	-1
O=C(Nc1ccccc1Cl)C1C(c2ccccc2)C1(Cl)Cl (stereo unspecified)	2	10	1	8	14	0	0.2	-4	-3	5
O=C(O)c1cccc(NC(CNS(=O)(=O)c2ccc(Cl)cc2)c2ccccc2)c1 (stereo unspecified)	4	-2	3	5	-15	5	0.2	15	30	-9
CN(CC(=O)O)S(=O)(=O)c1ccc2oc3ccccc3c2c1	1	0	-3	5	-12	-1	0.4	-15	13	2
COc1ccc(-c2csc3ncnc(N4CCN(c5cccc(Cl)c5)CC4)c23)cc1	-1	-3	19	2	16	3	0.3	-29	21	-3
COc1ccc(C2CC(c3ccccc3)=NN2C(=O)COC(=O)c2ccc(Cl)nc2)cc1 (stereo unspecified)	2	8	-1	26	-31	-12	1.1	-19	36	-2
Cc1nc2scc(-c3cccs3)c2c(=O)n1-n1cccc1	0	6	9	-3	4	-5	-0.4	-12	14	-2

Quoted from the entries so far, two compounds:
SMILES	HSP90 inh	HSF1 inh	Platelet DG rel	HSF1 activator	aSyn 5UTR inh	IEC-6 tox	HIF act	KLF5 inhibitor	AI-2 QS modul	HDAC3 inhib
COc1ccc(C2CC(c3ccccc3)=NN2C(=O)COC(=O)c2ccc(Cl)nc2)cc1 (stereo unspecified)	2	8	-1	26	-31	-12	1.1	-19	36	-2
Cc1nc2scc(-c3cccs3)c2c(=O)n1-n1cccc1	0	6	9	-3	4	-5	-0.4	-12	14	-2

Ordered by value in HSF1 inh (largest number first): seven of the compounds above
| Molecule | HSF1 inh |
| --- | --- |
| O=C(CN1CCN(Cc2cccc3ccccc23)CC1)NCCc1ccccc1 | 8 |
| COc1cccc(CN2C(=O)[C@@H]3Cc4c([nH]c5ccccc45)C(C)(C)N3C2=O)c1 | 5 |
| COc1ccc(/C=C/C(=O)Nc2nnc(C(C)C)s2)cc1OC | 3 |
| CN(CC(=O)O)S(=O)(=O)c1ccc2oc3ccccc3c2c1 | 0 |
| O=C(NNC(=O)c1ccc(-c2ccccc2)cc1)Nc1ccccc1 | -2 |
| CC(C)c1ccc(OCC(=O)NC(Cc2c[nH]c3ccccc23)C(=O)O)cc1 (stereo unspecified) | -6 |
| CN1CCCC(OC(=O)CCCCC(=O)OC2CCCN(C)C2)C1 (stereo unspecified) | -10 |

Screening data as filed in PubChem.
